# Screening results (PubChem BioAssay)
# RGS4 inh: human RGS4 inhibition | HEK293 M3R/RGS4 inducible, Fluo-4 calcium flux; hits give high values; triggered by carbachol at its EC20 | B-score at 10 µM | actives 0.45% (n = 310,000);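 active = B-score, a plate-corrected calcium signal, over three deviations above library mean, with baseline fluorescence within five deviations of library mean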;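 also: RGS4 expression induced by doxycycline in cells with stable M3 receptor; B-score is computed from the integrated fluorescence ratio over baseline after carbachol; higher B-score means a larger calcium signal and so more RGS4 inhibition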
# Target sequence (P49798 whole entry, looked up): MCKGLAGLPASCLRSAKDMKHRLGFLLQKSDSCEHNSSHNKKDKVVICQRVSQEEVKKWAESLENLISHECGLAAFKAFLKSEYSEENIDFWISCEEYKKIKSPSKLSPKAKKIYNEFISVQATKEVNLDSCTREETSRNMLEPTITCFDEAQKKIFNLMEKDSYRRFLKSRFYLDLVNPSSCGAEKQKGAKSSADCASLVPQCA
# KCNK3 inh: human KCNK3 channel inhibition, primary screen; O14649; CHO-KCNK3 thallium flux, FluxOR fluorescence; hits give low values; B-score at 10 µM; actives 0.84% (n = 340,000);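 active = B-score under library mean minus 4 SD, starting fluorescence ratio at most library mean plus 5 SD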;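 also: more negative B-score means stronger inhibition of thallium flux through KCNK3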
# MrgX1 allo act: allosterically activates human MrgX1 receptor signaling | Q96LB2 | MrgX1-HEK293, Fluo-4 calcium flux, FDSS; hits give high values | B-score at 10 µM | actives 0.63% (n = 310,000) | AID 588675;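 active = plate-corrected calcium response at least 3 library SD above typical, normal starting fluorescence, not activating the receptor alone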;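 also: compound read alongside a low EC10 to EC30 dose of BAM8-22 agonist; peak minus trough fluorescence over baseline measured at the second addition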
# TMEM16A act: mouse TMEM16A channel activation, primary screen; Q8BHY3; HEK293 TMEM16A/YFP-H148Q/I152L, iodide quench fluorescence; hits give low values; B-score at 10 µM; actives 0.3% (n = 340,000); AID 623877;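 active = fluorescence-ratio B-score plate-corrected deviation score at least 3 library SD below zero, with starting fluorescence score within 5 deviations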;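 also: channel opened by trigger with iodide after compound preincubation; score built on the fluorescence ratio of max minus min over baseline; more negative score means more quench and so TMEM16A activation or potentiation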
# MrgX1 agonist: activates human MrgX1 receptor signaling. MrgX1-HEK293 cells, Fluo-4 calcium fluorescence, agonist mode; hits give high values. B-score at 10 µM. actives 0.44% (n = 310,000);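 active = calcium response B-score plate-corrected fluorescence ratio at least 3 library SD, with starting fluorescence B-score inside 5 SD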
#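 Material: MrgX1-expressing HEK293 cells; input: 15,000 cells per well; doses: test compound given as first of three sequential additions; schedule: overnight plating before 1 h dye loading; technique: Fluo-4 NW calcium-flux fluorescence, kinetic read; evaluation: baseline-normalised fluorescence change ratio, B-scored; control set: plate-wise positive and negative controls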
# KCNQ1 pot: potentiators or activators of human KCNQ1 potassium channel; P51787; CHO-K1 KCNQ1, thallium flux FluxOR fluorescence; hits give high values; B-score at 10 µM; actives 0.35% (n = 310,000); AID 2648;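 active = fluorescence ratio B-score, a plate-corrected score, at least three library SD, with initial intensity B-score within 5 SD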
# Target sequence (P51787 whole entry, looked up): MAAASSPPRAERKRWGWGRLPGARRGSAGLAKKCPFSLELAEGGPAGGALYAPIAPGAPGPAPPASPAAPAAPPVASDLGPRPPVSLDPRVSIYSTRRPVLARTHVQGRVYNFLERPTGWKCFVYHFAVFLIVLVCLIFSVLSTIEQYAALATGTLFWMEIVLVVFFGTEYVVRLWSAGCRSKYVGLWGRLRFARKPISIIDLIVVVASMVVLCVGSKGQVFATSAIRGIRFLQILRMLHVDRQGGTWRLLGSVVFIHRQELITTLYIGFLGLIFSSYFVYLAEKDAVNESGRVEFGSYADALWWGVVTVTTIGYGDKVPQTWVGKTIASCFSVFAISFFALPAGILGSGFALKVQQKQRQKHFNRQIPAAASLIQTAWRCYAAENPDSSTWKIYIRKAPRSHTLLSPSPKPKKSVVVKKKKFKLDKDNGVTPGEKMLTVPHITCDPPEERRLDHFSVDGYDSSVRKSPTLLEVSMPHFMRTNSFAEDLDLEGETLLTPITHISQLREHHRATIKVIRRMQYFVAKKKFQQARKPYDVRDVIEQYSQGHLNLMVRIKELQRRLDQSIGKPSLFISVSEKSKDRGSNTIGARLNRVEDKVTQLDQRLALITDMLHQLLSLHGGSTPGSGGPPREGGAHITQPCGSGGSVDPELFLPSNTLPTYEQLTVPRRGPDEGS
#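 System: CHO-K1 cells stably expressing KCNQ1 / Medium: assay buffer for compound exposure, DMSO matched across wells / Reagent: thallium- and potassium-containing depolarizing buffer / Compound: one concentration, matched DMSO / Incubation: 20 min compound pretreatment at room temperature / Measured by: kinetic FluxOR fluorescence, 10 s baseline plus 110 s post-stimulus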
# RGS4 pot: potentiators or activators of RGS4; HEK293 M3R/inducible RGS4, carbachol calcium flux Fluo4; hits give low values; B-score at 10 µM; AID 463111; actives 0.92% (n = 310,000);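 active = B-score of the integrated calcium signal more than 4 SD below the library mean, with starting fluorescence not abnormally high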;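 also: negative B-score means reduced calcium response which marks RGS4 activation or potentiation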
#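 Detection: kinetic calcium fluorescence imaging with Fluo4-AM dye, 2 µM / Material: HEK293 cells with stable M3R and inducible RGS4 / Schedule: recording 10 s baseline at 1 Hz, 100 s post-agonist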
# ANO1 block: blocks the mouse calcium-activated chloride channel TMEM16A; Q8BHY3; HEK293 TMEM16A/YFP iodide influx fluorescence, ionomycin; normalized B-score (activity score, 25-100; higher = stronger inhibition) at 10 µM; actives 1.2% (n = 310,000);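 active = ratio plate-corrected score three or more library SD toward inhibition, starting fluorescence score within five deviations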;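 also: score derived from kinetic fluorescence span divided by baseline fluorescence per well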
# KCNK9 block: human KCNK9 channel inhibition; HEK293 KCNK9, FluxOR thallium flux fluorescence; hits give low values; B-score at 10 µM; actives 1.2% (n = 310,000); AID 488922;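 active = ratio B-score over 3 SD below the library mean, with starting fluorescence within 5 SD of its mean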;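 also: negative B-score means less thallium flux so channel inhibition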
# KCNQ1 inh: human KCNQ1 channel inhibition; P51787; CHO-K1 KCNQ1, FluxOR thallium flux fluorescence; hits give high values; B-score at 10 µM; actives 1.3% (n = 310,000); AID 2642;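 active = compounds whose thallium flux B-score, printed positive for inhibition, exceeds three library SD while starting fluorescence stays within three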;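 also: channel opened by potassium depolarization with thallium stimulus after 20 min compound exposure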
# hERG rescue: compounds protecting human hERG from proarrhythmic drug block. CHO-hERG, FluxOR thallium flux, dofetilide IC70 present. actives 0.51% (n = 310,000). Q12809. activation (rescue from dofetilide block), less the hit threshold, % at 10 µM;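 active = activation above the mean of controls blocked by dofetilide plus 5 SD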;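 also: thallium influx through hERG after potassium depolarization seen as dye fluorescence rise; in these data hits start at about 4.7%; inactives centre near -7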
# Numbers without * were called inactive; i = inactive; · = not tested or not shown.
SMILES,RGS4 inh,KCNK3 inh,MrgX1 allo act,TMEM16A act,MrgX1 agonist,KCNQ1 pot,RGS4 pot,ANO1 block,KCNK9 block,KCNQ1 inh,hERG rescue
NS(=O)(=O)c1ccc(N=Cc2c(O)c3ccccc3oc2=O)cc1,i,i,i,i,i,i,i,i,i,i,-6
Cn1nnnc1SCC(=O)N1CCN(Cc2ccccc2)CC1,i,i,i,i,i,i,i,i,i,i,-11
O=C(CCN1C(=O)[C@@H]2Cc3ccccc3CN2C1=O)N[C@H](C(=O)O)c1ccccc1,i,i,i,i,i,i,i,i,i,i,-12
CCc1ccc(NS(=O)(=O)c2ccc(OC)c(C)c2)cc1,i,i,i,i,i,i,i,i,i,i,-6
CN1CCN(C(=O)c2ccccc2NC(=O)C(C)(C)C)CC1,i,i,i,i,i,i,i,i,i,i,-9
COC(=O)c1sccc1NC(=S)N1CCC(C)CC1,i,i,i,i,i,i,i,i,i,i,-15
COC(=O)c1cc2sccc2n1CC(=O)Nc1cccc(SC)c1,i,i,i,i,i,i,i,i,i,i,0
CCC(C)n1cnc2c(c1=O)c1nc3ccccc3nc1n2Cc1ccc(OC)cc1 (stereo not drawn),i,i,i,i,i,i,i,i,i,i,-14
COc1cc([N+](=O)[O-])c2ncsc2c1,i,i,i,i,i,i,i,i,i,i,-8
COc1ccc(/C=C(\NC(=O)c2cccs2)C(=O)Nc2ccc(C)cc2)cc1OC,i,i,i,i,i,i,i,i,i,i,-10
O=C(N1CCCCCC1)N1CCN(S(=O)(=O)c2cccc([N+](=O)[O-])c2)CC1,i,i,i,i,i,i,i,i,i,i,-1
Cc1cc(C)c2oc(-c3cccc(NC(=O)c4ccc(F)cc4)c3)nc2c1,i,i,i,i,i,i,i,i,i,i,-1
COC(=O)C(NC(=O)c1ccccc1)c1ccccc1 (stereo not drawn),i,i,i,i,i,i,i,i,i,i,-12
CSc1ccc(CCNC(=O)CCc2nnc3ccc(N4CCCCC4)nn23)cc1,i,i,i,i,i,i,i,i,i,i,-9
Cc1cc(N2CCC(C)CC2)n2nc(C)c(-c3ccccc3)c2n1,i,i,i,i,i,i,i,i,i,i,-7
COC(=O)c1ccc(N2CCN(S(=O)(=O)c3ccc4ccccc4c3)CC2)c([N+](=O)[O-])c1,i,i,i,i,i,i,i,i,i,i,-3
CN1CCN(c2ccccc2NC(=O)c2cccc([N+](=O)[O-])c2)CC1,i,i,i,i,i,i,i,i,i,i,-2
O=C(c1cc(COc2cccc(C(F)(F)F)c2)on1)N1CCC(c2ccccc2)CC1,i,i,i,i,i,i,i,i,i,i,-5
O=C(CN1CCN(c2nc(-c3ccccc3)cs2)CC1)NNC(=O)c1ccc(Br)cc1,i,i,i,i,i,i,i,i,i,i,-3
CC(C)(C)c1ccc(NC(=O)c2c(F)cccc2Cl)cc1,i,i,i,i,i,i,i,i,i,i,-10
Cc1ccc(OCCn2cc(/C(N)=N/O)c3ccccc32)cc1C,i,i,i,i,i,i,i,i,i,i,-3
Cc1nc2ccc(C(=O)N3CCN(c4ccccn4)CC3)cc2s1,i,i,i,i,i,i,i,i,i,i,-6
O=C1CSC(c2ccccc2)N1c1ccc(F)cc1F (stereo not drawn),i,i,i,i,i,i,i,i,i,i,-4
CC1CC(C)CN(C(=O)C2CCN(S(=O)(=O)c3ccc4c(c3)CC(C)N4C(=O)C3CC3)CC2)C1 (stereo not drawn),i,i,i,i,i,i,i,i,i,i,-7
O=C(OCC(=O)N(C1CCCCC1)C1CCCCC1)c1ccc(O)cc1,i,i,i,i,i,i,i,i,i,i,-5
Cc1nc(NCCOc2ccccc2)sc1C(=O)Nc1ccccc1,i,i,i,i,i,i,i,i,i,i,-8
CCCCCn1c(N)c(-c2nc3ccccc3o2)c2c([N+](=O)[O-])nn(CC)c(=O)c21,i,i,i,i,i,i,i,i,i,i,-6
Cc1onc(-c2ccccc2)c1-c1csc(N/N=C/c2ccccc2Cl)n1,i,i,i,i,i,i,i,i,i,9*,-7
Cc1ccc(C)c(Nc2ncnc3nc[nH]c23)c1,i,i,i,i,i,i,i,i,i,i,-20
Cc1cc(C)n2nc(-c3ccc(Br)cc3)cc2n1,i,i,i,i,i,i,i,i,i,i,-8
COc1cc(C=O)ccc1OCCOCCOc1ccccc1Cl,i,i,i,i,i,i,i,i,i,i,-8
COC(=O)c1c(NC(=O)C(=O)N2CCOCC2)sc2c1CCC2,i,i,i,i,i,i,i,i,i,i,-4
Cc1nc(NC(=O)c2ccccc2)sc1-c1csc(Nc2ccc(F)cc2)n1,i,·,i,·,i,i,i,i,i,i,-11
CCn1c(C)cc(O)cc1=O,i,i,i,i,i,i,i,i,i,i,-1
Cc1ccccc1Nc1nc(N)nc(COC(=O)c2cccc(S(=O)(=O)N(C)c3ccccc3)c2)n1,i,i,i,i,i,i,i,i,i,i,-10
Cc1ccc(Cl)cc1NC(=O)CCC(=O)NCc1ccco1,i,i,i,i,i,i,i,i,i,i,-8
Cc1ccccc1Nc1nc(N)nc(CSc2nc3ccccc3c(=O)n2CCCO)n1,i,i,i,i,i,i,i,i,i,i,-4
COc1ccc(Cl)cc1N1C(=O)c2cccnc2C1=O,i,i,i,i,i,i,i,i,i,i,-4
COc1cc(/C=N/NC(=O)C2(O)c3ccccc3-c3ccccc32)ccc1O,i,i,i,i,i,i,i,i,i,i,-9
CC(=O)c1cccc(NC(=O)c2cc3nc(C)cc(C)n3n2)c1,i,i,i,i,i,i,i,i,i,i,-11
Cc1cccc(N2CCN(C(=O)c3cc4cc(F)ccc4[nH]3)CC2)c1C,i,i,i,i,i,i,i,i,i,i,-2
O=C(COc1ccc(F)cc1)NCCN1CCCC1,i,i,i,i,i,i,i,i,i,i,-3
CCCCCCC(=O)N1CCC(c2nc3c(nnn3Cc3ccccc3Cl)c(=O)[nH]2)CC1,i,i,i,i,i,i,i,i,i,i,-11
COc1ccc(CN(C)C2CCN(C)CC2)cc1OC,i,i,i,i,i,i,i,i,i,i,-3
O=C(NCC1CCCN1S(=O)(=O)c1cccs1)C(=O)Nc1ccccc1 (stereo not drawn),i,i,i,i,i,i,i,i,i,i,-16
Cc1ccc(/C=C2\SC(=S)N(CCC(=O)NNC(=O)c3cccc(O)c3)C2=O)cc1,i,i,i,i,i,i,i,i,i,i,-10
COc1ccc(NS(=O)(=O)c2cc3c(cc2C)NC(=O)CO3)c(OC)c1,i,i,i,i,i,i,i,i,i,i,-10
CSc1ccc(C(=O)C2CCCN(C(=O)c3ccc(C)nc3)C2)cc1 (stereo not drawn),i,i,i,i,i,i,i,i,i,i,-2
Cc1c(Cl)c([N+](=O)[O-])nn1CC(=O)N1CCc2ccccc2C1,i,i,i,i,i,i,i,i,i,i,-11
CCCc1cc(SCC(=O)Nc2c(C)n(C)n(-c3ccccc3)c2=O)n2c(nc3ccccc32)c1C#N,i,·,i,·,i,i,i,i,i,i,-14

# Part of the list above, limited to hERG rescue, ANO1 block and RGS4 inh.
SMILES,hERG rescue,ANO1 block,RGS4 inh
CCC(C)n1cnc2c(c1=O)c1nc3ccccc3nc1n2Cc1ccc(OC)cc1 (stereo not drawn),-14,i,i
CCCCCCC(=O)N1CCC(c2nc3c(nnn3Cc3ccccc3Cl)c(=O)[nH]2)CC1,-11,i,i
Cc1ccc(Cl)cc1NC(=O)CCC(=O)NCc1ccco1,-8,i,i

# (listing goes on)
SMILES,RGS4 inh,KCNK3 inh,MrgX1 allo act,TMEM16A act,MrgX1 agonist,KCNQ1 pot,RGS4 pot,ANO1 block,KCNK9 block,KCNQ1 inh,hERG rescue
O=C(CSCCO)N1CCc2ccccc21,i,i,i,i,i,i,i,i,i,i,-9
Cc1cc(Nc2ccc(Cl)cc2)nc(N2CCOCC2)n1,i,i,i,i,i,i,i,i,i,i,-13
O=C(Nc1cccc(-c2cscn2)c1)C1CCN(Cc2ccc(CO)o2)CC1,i,i,i,i,i,i,i,i,i,i,-6
O=C(c1ccc(F)cc1)N1CCCN(c2nc(-c3ccccc3)ns2)CC1,i,i,i,i,i,i,i,i,i,i,-14
CNC(=O)c1[nH]nc2c1CCc1cc(OC)ccc1-2,i,i,i,i,i,i,i,i,i,i,-2
c1csc(Cc2nn3c(-c4n[nH]c5c4CCC5)nnc3s2)c1,i,i,i,i,i,i,i,i,i,i,-10
N#CCSc1nc2cc(C(=O)N3CCCC3)ccc2c(=O)n1Cc1ccccc1,i,i,i,i,i,i,i,i,i,i,-6
CC1CCN(Cc2c(O)ccc3c2O/C(=C\c2ccco2)C3=O)CC1,i,i,i,i,i,i,i,i,i,i,-37
CC1CC(=O)NN=C1c1ccc(N)c([N+](=O)[O-])c1 (stereo not drawn),i,i,i,i,i,i,i,i,i,i,-11
Cc1ccc(C)c(OC(C)C(=O)Nc2ccc(S(=O)(=O)Nc3nccs3)cc2)c1 (stereo not drawn),i,i,i,i,i,i,i,i,i,i,-10
Cc1cccc(NC(=S)NC(C)CCc2ccccc2)c1 (stereo not drawn),i,i,i,i,i,i,i,i,i,i,-13
C[C@H](NC(=O)c1ccccc1Cl)C(=O)OCCOc1ccc(Cl)cc1,i,i,i,i,i,i,i,i,i,i,-13
COC(=O)/C(C#N)=C/c1c(N2CCN(c3ccccc3)CC2)nc2ccccn2c1=O,i,i,i,i,i,i,i,i,i,i,1
Clc1ccc(-c2nc3ccncc3[nH]2)cc1,i,i,i,i,i,i,i,i,i,i,-1
O=c1c2ccccc2c(C=NC2CCS(=O)(=O)C2)c(O)n1-c1ccccc1 (stereo not drawn),i,i,i,i,i,i,i,i,i,i,-3
Cc1cccc(-c2noc(CN(C(=O)c3ccc4c(c3)OCO4)C(C)C)n2)c1,i,i,i,i,i,i,i,i,i,i,-6
CCCCN(C(=O)CC1OC(=O)c2ccccc21)c1c(N)n(CCCC)c(=O)[nH]c1=O (stereo not drawn),i,i,i,i,i,i,i,i,i,i,-14
